Siah-1 displacement = Siah-1 peptide-binding antagonists, primary screen, biochemical, fluorescence polarization, rhodamine-plectin, uHTS (AID 1817). Siah-1 / rhodamine-plectin peptide fluorescence polarization; higher % means a stronger effect. actives 0.02% (n = 290,000). displacement, % at 20 µM, or IC50 in µM where a hit was titrated;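 active = displacement of at least 50% at 20 µM, with a fluorescence ratio check between 0.3 and a set limit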;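 note: plate controls were Siah plus tracer with DMSO for no effect and tracer alone without Siah for full effect; strong numbers were not always called active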
West Nile virus CPE = West Nile virus antiviral activity, cell-based, CPE readout (AID 1621); West Nile virus-infected cells, CPE inhibition; higher % means a stronger effect; CPE inhibition, % at 10 µM; hits with a dose series show IC50 in µM; actives 0.02% (n = 290,000); in the data active = a potency from the dose series; note: strong numbers were not always called active
human PMI inhibitors = human PMI inhibitors, high substrate, primary screen, biochemical, fluorescence intensity, high mannose 6-phosphate (AID 1220). recombinant PMI enzyme, coupled fluorescence intensity; higher % means a stronger effect. inhibition, % at 20 µM, or IC50 in µM where a hit was titrated. actives 0.66% (n = 190,000); in the data active = inhibition above about 50%
M17LAP inhibition = P. falciparum M17LAP inhibitors, primary screen, biochemical, fluorogenic H-Leu-NHMec substrate, 1536-well (AID 1619) | actives 0.38% (n = 220,000) | recombinant M17LAP, H-Leu-NHMec fluorogenic kinetic assay; higher % means a stronger effect | inhibition, % at 30 µM, or IC50 in µM where a hit was titrated;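 active = compound inhibiting the enzyme by more than half at any dose during confirmatory dose-response retesting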;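 note: plate controls were full reaction with DMSO carrier for no effect and no enzyme background for full effect; strong numbers were not always called active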
M1AAP inhibition = malaria alanyl aminopeptidase activity blockers – biochemical, fluorogenic H-Leu-NHMec substrate, 1536-well (AID 1445). actives 0.42% (n = 220,000). recombinant M1AAP, H-Leu-NHMec fluorogenic kinetic assay; higher % means a stronger effect. inhibition, % at 30 µM; hits with a dose series show IC50 in µM;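 active = primary inhibition above the hit cutoff, then over 50% inhibition at one or more dose response concentrations, cut at about 23% in these data, passing the limit was not always enough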;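 note: plate controls were DMSO full reaction for no effect and no enzyme background for full effect; strong numbers were not always called active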
XIAP antagonists = small molecules displacing peptide from XIAP – biochemical, IAP family, fluorescence polarization (AID 1018) | XIAP BIR domain, fluorescence polarization peptide displacement; higher % means a stronger effect | displacement, % at 20 µM, or IC50 in µM where a hit was titrated | actives 0.007% (n = 200,000); in the data active = displacement above about 50%; note: a part of the inactive calls stands beside numbers as strong as those of hits
Yfh1-off respiration = mitochondrial function rescue without frataxin homolog – Friedreich's ataxia, plus single-dose screen, dose response (AID 1465); actives 0.074% (n = 220,000); fold induction at 50 µM, or EC50 in µM where a hit was titrated; S. cerevisiae Yfh1-off respiration, WST-1 reduction, 72 h; higher fold induction means a stronger effect;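 active = fold induction of absorbance versus untreated yeast above a set limit, then at least 30% activation at any dose in follow-up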;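 note: activators that raise dye reduction in frataxin-depleted yeast; strong numbers were not always called active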
Salmonella PhoP GFP = inhibitors of PhoP regulon expression, primary screen, Salmonella Typhimurium, GFP reporter (AID 1863) | inhibition, % at 50 µM; hits with a dose series show IC50 in µM | S. Typhimurium PhoP-regulated promoter GFP reporter, 4 h; higher % means a stronger effect | actives 0.16% (n = 300,000);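 active = inhibition over 29.93%, a cutoff 3 SD above the screen mean, later confirmed by dose response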;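 note: 0% = low Mg2+ inducing control and 100% = high Mg2+ repressing control; strong numbers were not always called active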
CSM14.1 death rescue = protection against thapsigargin-triggered cell killing – 384-well, CSM14.1, ATP luminescence, primary screen (AID 1222). 190,000 tested, under 10 active. CSM14.1 thapsigargin-induced death rescue, ATP luminescence; higher % means a stronger effect. cellular ATP content (survival), % at 20 µM, or EC50 in µM where a hit was titrated;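 active = EC50 below 50 µM in the dose-response confirmation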;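 note: death triggered by thapsigargin at about 15 µM added after 2 h compound pretreatment; cell ATP read after overnight thapsigargin exposure of roughly 18 to 22 hours; normalized against plate controls of thapsigargin alone and 5% DMSO vehicle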
Active calls of the source: *. Compounds as they come. About 1.6% of those tested had a hit in this group.

Screening Cc1ccc2c(c1)C=CC(C#N)N2C(=O)c1ccccc1 (stereo unspecified) returned Siah-1 displacement 10%, West Nile virus CPE -1.1%, human PMI inhibitors -3%, M17LAP inhibition 2%, M1AAP inhibition 0%, XIAP antagonists 1.6%, Yfh1-off respiration inactive, Salmonella PhoP GFP 24% and CSM14.1 death rescue 0.4%.
Screening CCOc1ccc(N2C(=O)Nc3ccccc3C2(O)C(=O)NCc2ccc3c(c2)OCO3)cc1 (stereo unspecified) returned Siah-1 displacement 0%, West Nile virus CPE 0.3%, human PMI inhibitors 7%, M17LAP inhibition 3%, M1AAP inhibition 3%, XIAP antagonists -3.1%, Yfh1-off respiration inactive, Salmonella PhoP GFP 1% and CSM14.1 death rescue -2.7%.
`O=C(CN1C(=O)C2CC=CCC2C1=O)NCC(=O)Nc1ccc(F)c(F)c1F` (stereo unspecified) gave Siah-1 displacement -7%, West Nile virus CPE 0.5%, human PMI inhibitors -29%, M17LAP inhibition 4%, M1AAP inhibition -3%, XIAP antagonists -5.8%, Yfh1-off respiration inactive, Salmonella PhoP GFP 6% and CSM14.1 death rescue -1.1%.
`COc1ccccc1NS(=O)(=O)c1cc(NC(=O)c2sccc2C)ccc1N1CCCC1` gave Siah-1 displacement 2%, West Nile virus CPE -1.9%, human PMI inhibitors 27%, M17LAP inhibition -2%, M1AAP inhibition 2%, XIAP antagonists 1.7%, Yfh1-off respiration inactive, Salmonella PhoP GFP -9% and CSM14.1 death rescue -1.1%.
`CCOc1ccccc1N(CC(=O)N1CCOCC1)S(=O)(=O)c1ccccc1` gave Siah-1 displacement 0%, human PMI inhibitors 8%, M17LAP inhibition 1%, M1AAP inhibition 4%, XIAP antagonists -3.9%, Salmonella PhoP GFP -1% and CSM14.1 death rescue -1.3%.
`CC(C)P(=O)(Cc1cccc(C#N)c1)C(C)C` gave Siah-1 displacement -1%, West Nile virus CPE -0.3%, human PMI inhibitors 0%, M17LAP inhibition 5%, M1AAP inhibition -1%, XIAP antagonists -4.0%, Yfh1-off respiration inactive, Salmonella PhoP GFP 7% and CSM14.1 death rescue -0.5%.
Screening O=C(CSc1nnc(-c2cccnc2)n1-c1ccc(SC(F)F)cc1)N1CCCc2ccccc21 returned Siah-1 displacement -4%, West Nile virus CPE -0.3%, human PMI inhibitors -2%, M17LAP inhibition -8%, M1AAP inhibition 7%, XIAP antagonists 0.7%, Yfh1-off respiration inactive, Salmonella PhoP GFP 1% and CSM14.1 death rescue -1.3%.
Screening CCn1c(SCC(=O)NCCOC)nc2sc3c(c2c1=O)CCCC3 returned Siah-1 displacement -2%, West Nile virus CPE 0.3%, human PMI inhibitors 14%, M17LAP inhibition 1%, M1AAP inhibition -1%, XIAP antagonists -0.4%, Yfh1-off respiration inactive, Salmonella PhoP GFP -5% and CSM14.1 death rescue 0.4%.
Screening Cc1ccc(CNC(=O)C2CC3Cn4c(nc5cc6ccccc6cc54)C3N2C)o1 (stereo unspecified) returned Siah-1 displacement -5%, West Nile virus CPE -0.5%, M17LAP inhibition -1%, M1AAP inhibition 12%, Yfh1-off respiration inactive and Salmonella PhoP GFP -4%.
CCCN(CCC)C(=O)COc1cc(=O)n(CC)c2ccccc12 was read as Siah-1 displacement 5%, West Nile virus CPE 0.6%, human PMI inhibitors 14%, M17LAP inhibition 11%, M1AAP inhibition -3%, XIAP antagonists 6.7%, Yfh1-off respiration inactive and Salmonella PhoP GFP 11%.
Screening c1ccc(-c2cccs2)nc1 returned Siah-1 displacement -2%, West Nile virus CPE 0.3%, M17LAP inhibition 6%, M1AAP inhibition -2%, Yfh1-off respiration inactive and Salmonella PhoP GFP -5%.
CCCC(=O)Nc1cc(C(=O)O)ccc1Sc1ccccc1 was read as Siah-1 displacement 4%, West Nile virus CPE 1.0%, human PMI inhibitors -4%, M17LAP inhibition 13%, M1AAP inhibition 4%, XIAP antagonists -2.1%, Yfh1-off respiration inactive, Salmonella PhoP GFP 0% and CSM14.1 death rescue -1.4%.
For COCCCN1C(=O)C(=O)/C(=C(/O)c2ccc3c(c2)CC(C)O3)C1c1cccnc1 (stereo unspecified) the results were Siah-1 displacement -2%, West Nile virus CPE -0.2%, human PMI inhibitors -6%, M17LAP inhibition 30%, M1AAP inhibition 0%, XIAP antagonists -12%, Yfh1-off respiration inactive, Salmonella PhoP GFP 16% and CSM14.1 death rescue -1.5%.
Screening CCc1cc2c(SCC#N)ncnc2s1 returned Siah-1 displacement 0%, West Nile virus CPE -1.2%, human PMI inhibitors -6%, M17LAP inhibition 4%, M1AAP inhibition -1%, XIAP antagonists -6.1%, Yfh1-off respiration inactive, Salmonella PhoP GFP -1% and CSM14.1 death rescue 4.2%.
Screening CCOc1ccc(OCC)c(NC(=O)CSc2nnc(Cn3cnc4ccccc43)n2C)c1 returned Siah-1 displacement 10%, West Nile virus CPE -0.5%, human PMI inhibitors -6%, M17LAP inhibition -5%, M1AAP inhibition 1%, XIAP antagonists -5.5%, Yfh1-off respiration inactive, Salmonella PhoP GFP 0% and CSM14.1 death rescue 0.7%.
CCOC(=O)c1cnn(-c2cc(C)nc3c(-c4ccccc4)cnn23)c1N was read as Siah-1 displacement -6%, West Nile virus CPE 0.2%, human PMI inhibitors -2%, M17LAP inhibition 3%, M1AAP inhibition 6%, XIAP antagonists -9.0%, Yfh1-off respiration inactive, Salmonella PhoP GFP -8% and CSM14.1 death rescue 0.5%.
`O=C(Nc1cc(S(=O)(=O)N2CCOCC2)ccc1O)c1ccc(NS(=O)(=O)c2ccc(Cl)s2)cc1` gave Siah-1 displacement 6%, West Nile virus CPE 0.7%, human PMI inhibitors 12%, M17LAP inhibition 14%, M1AAP inhibition 20%, XIAP antagonists -7.5%, Yfh1-off respiration inactive, Salmonella PhoP GFP -12% and CSM14.1 death rescue 12%.
COc1ccc(CC(=O)OCC(=O)Nc2ccc(Cl)c(S(=O)(=O)N(C)C)c2)cc1 was read as Siah-1 displacement 5%, West Nile virus CPE -0.3%, human PMI inhibitors 7%, M17LAP inhibition -4%, M1AAP inhibition -1%, XIAP antagonists -3.6%, Yfh1-off respiration inactive, Salmonella PhoP GFP 6% and CSM14.1 death rescue 0.1%.
Screening COc1ccc(OC)c(NC(=O)CSc2nnc(CNc3ccc(C)cc3C)o2)c1 returned Siah-1 displacement 3%, West Nile virus CPE 0.5%, human PMI inhibitors -3%, M17LAP inhibition 14%, M1AAP inhibition 5%, XIAP antagonists -9.4%, Yfh1-off respiration inactive, Salmonella PhoP GFP 0% and CSM14.1 death rescue -1.4%.
For CN=C1S/C(=C\c2ccc(N3CCCC3)c(F)c2)C(=O)N1C the results were Siah-1 displacement 3%, West Nile virus CPE -0.9%, human PMI inhibitors 6%, M17LAP inhibition 1%, M1AAP inhibition 5%, XIAP antagonists -2.9%, Yfh1-off respiration inactive, Salmonella PhoP GFP 0% and CSM14.1 death rescue 2.8%.
For c1ccc(-c2[nH]ncc2CN2CCc3ccccc3C2)cc1 the results were Siah-1 displacement 0%, West Nile virus CPE 0.2%, M17LAP inhibition 11%, M1AAP inhibition 2%, Yfh1-off respiration inactive and Salmonella PhoP GFP -1%.
Cc1nc2cc(C(=O)OCC(=O)NC34CC5CC(CC(C5)C3)C4)ccc2n1-c1ccccc1 was read as Siah-1 displacement -5%, West Nile virus CPE -0.9%, human PMI inhibitors -2%, M17LAP inhibition 7%, M1AAP inhibition 1%, XIAP antagonists -6.5%, Yfh1-off respiration inactive, Salmonella PhoP GFP 25% and CSM14.1 death rescue 2.2%.
For Nc1cc(-c2nn[nH]n2)ccc1F the results were Siah-1 displacement 0%, West Nile virus CPE 1.1%, human PMI inhibitors 9%, M17LAP inhibition -48%, M1AAP inhibition 5%, XIAP antagonists -3.7%, Yfh1-off respiration inactive, Salmonella PhoP GFP 23% and CSM14.1 death rescue -1.0%.
CC1CN(S(=O)(=O)c2ccc(C(=O)Nc3nnc(-c4ccco4)o3)cc2)CC(C)O1 (stereo unspecified) was read as Siah-1 displacement 3%, West Nile virus CPE -1.4%, human PMI inhibitors -14%, M17LAP inhibition 28%, M1AAP inhibition 3%, XIAP antagonists -8.9%, Yfh1-off respiration inactive, Salmonella PhoP GFP 1% and CSM14.1 death rescue -0.9%.
For COc1ccc2nc(NC(=O)CN3CCOCC3)sc2c1 the results were Siah-1 displacement 1%, West Nile virus CPE 0.0%, human PMI inhibitors -5%, M17LAP inhibition -5%, M1AAP inhibition -4%, XIAP antagonists -4.6%, Yfh1-off respiration inactive, Salmonella PhoP GFP -8% and CSM14.1 death rescue -2.1%.
`Cc1ccc(O)c(C(=O)c2cnc3c(c2)COc2ccc(C)cc2-3)c1` gave Siah-1 displacement -2%, West Nile virus CPE -0.2%, human PMI inhibitors 8%, M17LAP inhibition 9%, M1AAP inhibition 7%, XIAP antagonists -5.2%, Yfh1-off respiration inactive, Salmonella PhoP GFP -5% and CSM14.1 death rescue -4.1%.
For CCc1nnc(NC(=O)c2ccc(S(=O)(=O)N3CCCCCC3)cc2)s1 the results were Siah-1 displacement 0%, West Nile virus CPE 0.0%, human PMI inhibitors -14%, M17LAP inhibition -7%, M1AAP inhibition 4%, XIAP antagonists -3.2%, Yfh1-off respiration inactive, Salmonella PhoP GFP 1% and CSM14.1 death rescue -1.8%.
Oc1c(C(c2ccccc2)N2CCCCC2)sc2ncnn12 (stereo unspecified) was read as Siah-1 displacement -1%, West Nile virus CPE 0.1%, human PMI inhibitors -5%, M17LAP inhibition 27%, M1AAP inhibition 10%, XIAP antagonists -8.6%, Yfh1-off respiration inactive, Salmonella PhoP GFP -5% and CSM14.1 death rescue -2.8%.
For CC(C)OC(=O)CSc1nnc(-c2ccc(Cl)cc2)n1N the results were Siah-1 displacement -3%, West Nile virus CPE 0.4%, human PMI inhibitors -7%, M17LAP inhibition 1%, M1AAP inhibition 5%, XIAP antagonists -9.4%, Yfh1-off respiration inactive, Salmonella PhoP GFP -3% and CSM14.1 death rescue -2.6%.
CCO[C@H]1OC(C(=O)N2CCOCC2)=C[C@@H](C2CC2)[C@@H]1CCCO was read as Siah-1 displacement 10%, West Nile virus CPE 0.4%, human PMI inhibitors -2%, M17LAP inhibition -4%, M1AAP inhibition -3%, XIAP antagonists -5.1%, Yfh1-off respiration inactive, Salmonella PhoP GFP -2% and CSM14.1 death rescue -2.1%.
